EPAC2 agonist: EPAC2 (human) agonism. EPAC2 activation, biochemical qHTS; response scale: 100% = 6.5 mM cAMP response. Potency, µM (series often up to 154 µM), inactives show at the top dose activation, most hits filed as activators. hit rate 0.079% among 360,000. AID 720711; note: potency is the fitted concentration of half-maximal effect; nearly all actives have a fitted effect of over 50% in size
Target sequence (Q8WZA2 whole entry, looked up): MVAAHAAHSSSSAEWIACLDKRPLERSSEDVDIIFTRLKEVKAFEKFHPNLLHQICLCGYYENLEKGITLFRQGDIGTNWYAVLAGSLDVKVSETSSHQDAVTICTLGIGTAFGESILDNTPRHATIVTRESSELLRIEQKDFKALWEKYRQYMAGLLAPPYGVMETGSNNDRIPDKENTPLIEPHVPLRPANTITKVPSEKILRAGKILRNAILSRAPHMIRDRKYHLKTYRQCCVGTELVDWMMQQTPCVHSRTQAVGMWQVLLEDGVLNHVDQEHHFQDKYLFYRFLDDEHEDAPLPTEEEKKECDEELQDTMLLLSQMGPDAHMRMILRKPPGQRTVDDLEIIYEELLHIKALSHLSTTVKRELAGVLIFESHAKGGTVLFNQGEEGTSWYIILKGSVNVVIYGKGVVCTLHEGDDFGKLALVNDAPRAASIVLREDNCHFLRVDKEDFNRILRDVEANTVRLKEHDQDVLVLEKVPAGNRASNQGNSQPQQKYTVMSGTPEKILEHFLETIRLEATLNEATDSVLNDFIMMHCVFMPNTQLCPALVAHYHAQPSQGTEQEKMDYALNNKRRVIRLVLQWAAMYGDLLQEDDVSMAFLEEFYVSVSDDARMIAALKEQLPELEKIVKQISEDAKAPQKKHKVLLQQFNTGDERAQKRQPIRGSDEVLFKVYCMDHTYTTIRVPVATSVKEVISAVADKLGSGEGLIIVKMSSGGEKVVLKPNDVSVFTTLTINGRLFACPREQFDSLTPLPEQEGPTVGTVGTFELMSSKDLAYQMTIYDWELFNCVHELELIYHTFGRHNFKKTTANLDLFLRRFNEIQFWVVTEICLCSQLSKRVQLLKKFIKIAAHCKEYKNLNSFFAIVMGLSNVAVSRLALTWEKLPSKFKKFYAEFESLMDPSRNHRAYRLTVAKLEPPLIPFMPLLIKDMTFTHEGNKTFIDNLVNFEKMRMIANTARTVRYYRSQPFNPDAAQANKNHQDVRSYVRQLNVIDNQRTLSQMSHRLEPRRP
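Fluorescence exchange assay: 100 nM EPAC2 with 250 nM RAP1B-BODIPY-GDP and 50 uM GDP; compounds tested as a concentration-titration series (qHTS). Loss of Rap1-bound BODIPY-GDP fluorescence read at 480/540 nm; data normalized to 6.5 mM cAMP.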
Nrf2 block: Nrf2 pathway inhibition; A549 ARE-Fluc reporter, luciferase luminescence, 18-24 h; Potency, µM (doses to about 46 µM), for the others: at the highest dose activity change, negative = inhibition, actives largely listed as inhibitors; hit rate 2.1% among 360,000; note: potency is the fitted concentration of half-maximal effect; % is set by controls: 0 for no effect and ±100 for the full control effect; nearly all actives have a fitted effect of over 60% in size
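A549 ARE_Fluc cells (5000/well, 5% FBS OPTI-MEM) pre-incubated 2 h, then treated with compounds 18-24 h at 37C/5% CO2 in concentration-response. CellTiter-Fluor viability read first; BugLite luciferase luminescence after 15 min at room temperature gives Nrf2 activity.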
EPAC2 antag: blocks human EPAC2 exchange factor. Q8WZA2. EPAC2 GEF exchange of Rap1B-BODIPY-GDP, fluorescence. hit rate 0.18% among 360,000. Potency, µM (doses to about 114 µM), for inactives: at the top dose activity, negative = inhibition, hits mostly inhibitors. AID 720708; note: potency is the fitted concentration of half-maximal effect; % is set by controls: 0 for no effect and ±100 for the full control effect; nearly all actives have a fitted effect of over 45% in size; many of its hits are not listed in these tables
TGFb SMAD3 inh: blocks TGF-b signaling | HepG2 CAGA-GFP TGF-b/SMAD3 reporter, GFP fluorescence, 18 h; TGF-beta stimulated, 500 pg/mL final | Potency, µM (titrated, usually from 46.1 µM), for inactives: top-dose activity, negative = inhibition, usual class: inhibitors | hit rate 1.2% among 410,000 | AID 588855; note: potency is the fitted concentration of half-maximal effect; % is set by controls: 0 for no effect and ±100 for the full control effect; nearly all actives have a fitted effect of over 65% in size
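Read-out: total well GFP (ex488/em500-530) summed from mean per-cell fluorescence. Cells: HEPG2 CAGA-GFP, 1% FBS DMEM, 18 h at 37 degrees C with 500 pg/mL final TGF-beta. Unstimulated wells served as the full-inhibition control; stimulated DMSO wells = 0%.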
pAkt inh: blocks phosphorylation of Akt | hit rate 0.32% among 360,000 | activity change, % for hits at 50 µM | Neuro2A IGF-stimulated pAkt S473 HTRF, 20 min; hits give low values; in the data active = activity change below about -80%; inconclusive = mostly about -51% to -80%; note: % is set by controls: 0 for no effect and ±100 for the full control effect
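Single-point screen (50 µM final compound) in Neuro2A cells stimulated 20 min with 6 nM IGF at 37 deg C. After lysis, Ser473-phosphorylated Akt read by HTRF (ex 330 nm, em 615/665 nm) as the 665/615 ratio.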
A549 tox: counter-screen for Nrf2 inhibitors: cytotoxicity in A549 cells | hit rate 0.16% among 390,000 | Potency, µM (titrated, usually from 46 µM), inactives show top-dose activity change, negative = cytotoxicity, most hits filed as inhibitors | A549 ARE-Fluc cells, CellTiter-Fluor viability, 18-24 h; note: potency is the fitted concentration of half-maximal effect; % is set by controls: 0 for no effect and ±100 for the full control effect
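A549 ARE-Fluc cells in 5% FBS OPTI-MEM, 5000 cells/well, rested 2 h then exposed to compounds in concentration-response for 18-24 h at 37 °C. Viability by CellTiter-Fluor fluorescence (Ex 405/Em 525) after 30 min; luciferase luminescence (BugLite, 15 min, RT) read afterwards.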
Nrf2 ARE act: Nrf2 pathway activation; AREc32 ARE-luciferase reporter (MCF7-derived line), luminescence, 24 h; Potency, µM (highest dose often 46.1 µM), inactives show at the top dose activation, most hits filed as activators; hit rate 0.31% among 410,000; AID 624171; note: potency is the fitted concentration of half-maximal effect; % of control where 0% means no effect; nearly all actives have a fitted effect of over 65% in size
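Cells of the AREc32 ARE-luciferase line are plated in OPTI-MEM containing 5% FBS and left overnight at 37 deg C. Compounds are pinned in, incubation continues 24 hr, and firefly luciferase signal is then measured.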
MmCpn inh: blocks the Methanococcus maripaludis chaperonin Mm-Cpn; purified Mm-Cpn ATPase, ADP Transcreener TR-FRET; Potency, µM (top dose mostly 76.9 µM), for the others: at the top dose activity, negative = inhibition, usual class: inhibitors; hit rate 0.031% among 330,000; note: potency is the fitted concentration of half-maximal effect; % is set by controls: 0 for no effect and ±100 for the full control effect; nearly all actives have a fitted effect of over 80% in size
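ATPase read-out: TR-FRET ADP immunoassay (anti-ADP Eu cryptate vs ADP-d2), ex 320 nm, em 590/665 nm; signal drops as ADP forms. Enzyme 25 nM, ATP 10 uM, 30 min at 37°C after 10 min compound preincubation.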
CCT modulator: changes cytosolic chaperonin activity; activity change, % (test concentration not listed), hits read low; purified chaperonin ATPase assay, HTRF ADP detection, 30 min; hit rate 0.3% among 360,000; in the data active = activity change below about -30%; note: % is set by controls: 0 for no effect and ±100 for the full control effect
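First, chaperonin was dispensed at 40 nM or 20 nM final depending on batch activity. Next, compounds were pinned at 76 uM and ATP added at 10 uM. After 30 min at 37 °C, ADP detection reagents ran 30 min at ambient temperature.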
* marks the source's active call; other numbers are inactive results; i = inactive; ? = inconclusive; · = no result given; [ ] = another dose, or the depositor's remark. Unless noted, calls come from the whole dose curve; as a rule, active = well fitted curve in the direction sought with a large enough effect; inconclusive = small, poorly fitted or top-dose-only effect, or another doubt; inactive = no such curve, though single readings can be large; an effect the other way counts as inactive or inconclusive. Not all compounds are listed; rates above refer to the full screens.

nr	canonical_smiles	EPAC2 agonist	Nrf2 block	EPAC2 antag	TGFb SMAD3 inh	pAkt inh
1	O=C(O)c1ccc(OCC(F)(F)F)nc1	7%	-6%	6%	-15%	i
2	CCC(=O)OCc1cc(=O)n2nc(C3CC3)sc2n1	·	6%	·	0%	·
3	C[C@@H]1CN([C@@H](C)CO)C(=O)c2cc(C#Cc3cccc(F)c3)cnc2O[C@H]1CN(C)C(=O)C1CCCCC1	5%	·	0%	-2%	i
4	COc1ccc(OCc2cc(C(=O)NCC3CCCCO3)no2)c(Cl)c1 (centres undefined)	4%	8%	-11%	-1%	i
5	CN(C)C(=O)c1ccc2c(c1[N+](=O)[O-])C(=O)c1ccccc1C2=O	-5%	-6%	-1%	10µM*	i
6	COc1cccc(CC2CC(=O)N(CCc3ccc4c(c3)OCO4)C2=O)c1 (centres undefined)	26%	-16%	-2%	-21%	i
7	COc1ccc2c(c1)C(=NO)c1cc(OC)ccc1-2	3%	25%	-5%	-10%	i
8	Cc1cc(/C=N/O)c(C)n1-c1ccccc1	10%	6%	-26%	-1%	i
9	O=C(Nc1ccc2nc(SCC(=O)N3CCCC3)sc2c1)c1ccc(F)cc1	·	0%	·	-8%	·
10	CN(C(=O)c1ccc(NC(=O)Cc2cccc(NC(=O)C3CCN(C(=O)C4CCCCC4)CC3)c2)cc1)C1CC1	-1%	-6%	15%	-6%	i
11	O=C(Nc1nccs1)c1ccccc1N=Cc1ccccc1	11%	21%	1%	-4%	i
12	OCC1(Cc2ccc(F)cc2)CCCN(Cc2ccc(F)cc2Cl)C1 (centres undefined)	19%	-1%	-13%	?	i
13	O=C(CCC(=O)NC1CCCCCC1)Nc1nnc(C(F)(F)F)s1	-3%	7%	4%	-1%	i
14	O=C(Nc1ccn(-c2ccccc2)n1)c1ccccc1Br	19%	?	0%[57.1 µM]	-13%	i
15	O=C(NCCc1ccc(Cl)cc1)c1ccc2c(c1)N(Cc1ccccc1)CCS2	·	14%	·	-2%	·

nr	A549 tox	Nrf2 ARE act	MmCpn inh	CCT modulator
1	2%	0.0%	3%	1.3
2	0%	-0.7%	·	·
3	·	-1.1%	·	0.7
4	1%	1.5%	0%	-2.1
5	?	2.8%[9.22 µM]	-15%	2.1
6	-4%	0.2%	1%	-6.4
7	5%	1.9%	-9%	-2.5
8	10%	2.3%	1%	-0.1
9	-2%	4.6%	·	·
10	-1%	0.5%	·	-0.7
11	-3%	0.4%	0%	1.1
12	1%	-0.9%	1%	-1.7
13	-6%	-0.2%	-1%	-3.5
14	12%	7.1%	-1%	1.2
15	12%	0.5%	·	·

Next structures
nr	canonical_smiles	EPAC2 agonist	Nrf2 block	EPAC2 antag	TGFb SMAD3 inh	pAkt inh
16	Cc1nc2sc(C(c3ccco3)N3CCN(c4ccccc4)CC3)c(O)n2n1 (centres undefined)	-6%	-8%	-4%	-2%	i
17	Cc1ccccc1NC(=O)NCCCCc1ccccc1	-2%	?	16%	-7%	i
18	Cc1c(OC(C)C(=O)NCc2ccccn2)ccc2c3c(c(=O)oc12)CCC3 (centres undefined)	-2%	-22%	-8%	0%	i
19	O=C(CNC(=O)c1cccs1)Nc1ccncc1	2%	?	0%	-8%	i
20	C/C(=N/Oc1nc(C)cc(C)n1)c1ccccc1	8%	15%	-2%	1%	i
21	CCOc1ccc(Br)cc1S(=O)(=O)Nc1ccc(N2CCOCC2)cc1	5%	-7%	-5%	-1%	i
22	OC(c1ccccc1)C(O)c1ccccc1 (centres undefined)	3%	-4%	6%	-2%	i
23	C=C(C)Cn1c(CCNC(=O)C(C)(C)C)nc2ccccc21	-9%	12%	13%	0%	i
24	Cc1cc(C)c2nc(SCC(=O)Nc3cc(C)on3)c(C)cc2c1	11%	3%	-9%	-3%	i
25	Cc1ccc([N+](=O)[O-])cc1NC(=O)C(C)N1CCCCC1 (centres undefined)	3%	-1%	3%	5%	i
26	Cc1onc(C(=O)NC(C)c2ccccc2)c1[N+](=O)[O-] (centres undefined)	-1%	-7%	3%	-2%	i
27	COC(=O)c1cc2c(cc1[N+](=O)[O-])OCO2	13%	?	15%	-13%	i
28	Cc1sc2nc(CSc3ccccc3)nc(N3CCOCC3)c2c1C	12%	-10%	-24%	-21%	i
29	COc1ccc(C(=O)NNC(=O)c2ccc3ccccc3n2)cc1	-4%	?	-6%	?	i
30	CC1CCC(NC(=O)CCNC(=O)c2ccccc2)CC1 (centres undefined)	6%	24%	9%	5%	i

nr	A549 tox	Nrf2 ARE act	MmCpn inh	CCT modulator
16	0%	-0.6%	-3%	-0.5
17	0%	2.1%	0%	4.0
18	-4%	-0.5%	1%	1.0
19	-9%	-0.7%	0%	-1.7
20	-6%	0.8%	0%	0.1
21	-2%	0.6%	1%	-0.6
22	2%	0.1%	·	0.2
23	4%	-0.7%	1%	0.6
24	7%	-0.2%	3%	-0.8
25	0%	2.6%	-2%	0.7
26	5%	8.6%	4%	0.9
27	6%	-0.6%	-1%	-3.2
28	25%	-0.7%	1%	0.5
29	-27%	?	1%	-1.8
30	3%	0.0%	1%	-2.5

(next part)
nr	canonical_smiles	EPAC2 agonist	Nrf2 block	EPAC2 antag	TGFb SMAD3 inh	pAkt inh
31	O=C(Nc1ccc(C(=O)N2CCCC2)cc1)c1ccc2c(c1)OCO2	-2%	·	12%	8%	i
32	COc1cccc(-c2nnn(CC(=O)O)n2)c1	10%	-13%	-1%	6%	i
33	Cc1cc(=O)n(-c2ccc3ccccc3n2)[nH]1	9%	?	-3%	-12%	i
34	CCCc1cc(N2CCCC(C(=O)Nc3ccc(OC)cc3OC)C2)n2ncnc2n1 (centres undefined)	-2%	·	7%	-5%	·
35	COc1cc(C(=O)Nc2ccccc2N2CCOCC2)ccc1OCc1c(C)noc1C	1%	-24%	-8%	?	i
36	Cn1nc(C(C)(C)C)c(NC(=O)c2sccc2Cl)c1C(C)(C)C	17%	?	6%	-8%	i
37	Cn1c(NCCc2ccccc2)cc(=O)n(C)c1=O	-5%	-15%	5%[57.1 µM]	11%	i
38	CC(=O)Nc1c2c(nn1-c1cccc(Cl)c1)CS(=O)(=O)C2	9%	4%	6%	3%	i
39	O=C(CSc1ncccn1)NCCc1ccccc1	4%	5%	11%	-23%	i
40	CCN1C[C@@H]2[C@@H]3C(=O)N(Cc4ccccc4)C(=O)[C@@H]3[C@](C)(C(=O)OC)N2C1=NC	0%	22%	-3%	-13%	i
41	COC(=O)CCC(=O)OC1(C)C(=O)C=C2C=C(C3CC3)N(CCN3CCOCC3)C=C2C1=O (centres undefined)	5%	0%	19%	2%	i
42	O=C(CCCOc1ccc(Cl)cc1Cl)NCCCn1ccnc1	9%	?	3%	-1%	i
43	CCC(C)NC(=O)CCC(=O)Nc1ccc2nc(N3CCOCC3)cc(C)c2c1 (centres undefined)	-1%	22%	14%	-6%	i
44	CC1CCCN(S(=O)(=O)c2ccc(NC(=O)C3CCN(C(=O)C(C)(C)C)CC3)cc2)C1 (centres undefined)	1%	?	-5%	-15%	i

nr	A549 tox	Nrf2 ARE act	MmCpn inh	CCT modulator
31	-3%	0.3%	1%	0.8
32	-9%[1.84 µM]	0.2%	-1%	-1.4
33	?	3.4%	1%	0.2
34	-6%	-0.6%	2%	-4.3
35	-1%	0.3%	-6%	-2.2
36	-4%	0.0%	1%	1.9
37	-6%	-0.2%	0%	-0.3
38	2%	-0.4%	-3%	-0.7
39	-5%	0.4%	?	-1.9
40	-2%	-0.6%	4%	-4.9
41	-18%	1.7%	-1%	-0.6
42	-7%	-0.1%	1%	-0.8
43	8%	-0.5%	-1%	2.6
44	5%	0.3%	1%	-3.9

Part of the list above in another layout.
cpd	smiles	EPAC2 agonist	Nrf2 block	EPAC2 antag	TGFb SMAD3 inh	pAkt inh	A549 tox	Nrf2 ARE act	MmCpn inh	CCT modulator
31	O=C(Nc1ccc(C(=O)N2CCCC2)cc1)c1ccc2c(c1)OCO2	-2%	·	12%	8%	i	-3%	0.3%	1%	0.8
32	COc1cccc(-c2nnn(CC(=O)O)n2)c1	10%	-13%	-1%	6%	i	-9%[1.84 µM]	0.2%	-1%	-1.4
33	Cc1cc(=O)n(-c2ccc3ccccc3n2)[nH]1	9%	?	-3%	-12%	i	?	3.4%	1%	0.2
34	CCCc1cc(N2CCCC(C(=O)Nc3ccc(OC)cc3OC)C2)n2ncnc2n1 (centres undefined)	-2%	·	7%	-5%	·	-6%	-0.6%	2%	-4.3
35	COc1cc(C(=O)Nc2ccccc2N2CCOCC2)ccc1OCc1c(C)noc1C	1%	-24%	-8%	?	i	-1%	0.3%	-6%	-2.2
36	Cn1nc(C(C)(C)C)c(NC(=O)c2sccc2Cl)c1C(C)(C)C	17%	?	6%	-8%	i	-4%	0.0%	1%	1.9
37	Cn1c(NCCc2ccccc2)cc(=O)n(C)c1=O	-5%	-15%	5%[57.1 µM]	11%	i	-6%	-0.2%	0%	-0.3
38	CC(=O)Nc1c2c(nn1-c1cccc(Cl)c1)CS(=O)(=O)C2	9%	4%	6%	3%	i	2%	-0.4%	-3%	-0.7
